Screening results as filed in PubChem BioAssay.
A549 tox = Nrf2 qHTS screen for inhibitors: counterscreen for cytotoxicity; hit rate 0.16% among 390,000; A549 ARE-Fluc cells, CellTiter-Fluor viability, 18-24 h; Potency, µM (top dose mostly 46 µM), for inactives: at the highest dose activity change, negative = cytotoxicity, usual class: inhibitors; further: potency means the concentration at half of the fitted maximal effect; on the % scale 0 is the no-effect control and ±100 the full control effect
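A549 ARE_Fluc cells in 5% FBS OPTI-MEM were exposed to compounds in concentration-response for 18-24 h at 37 deg C. Viability was read by CellTiter-Fluor fluorescence (Ex 405/Em 525) after 30 min, before the luciferase read.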
MmCpn inh = Inhibitors of TCP-1 ring complex (TRiC) of Methanococcus maripaludis (MmCpn): qHTS. purified Mm-Cpn ATPase, ADP Transcreener TR-FRET. AID 504842, 2011. Potency, µM (doses to about 76.9 µM), without a hit: top-dose activity, negative = inhibition, actives largely listed as inhibitors. Chaperonin Mm-Cpn (Methanococcus maripaludis). hit rate 0.031% among 330,000; further: potency means the concentration at half of the fitted maximal effect; on the % scale 0 is the no-effect control and ±100 the full control effect; nearly all actives have a fitted effect of over 80% in size
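ATPase read-out: TR-FRET ADP immunoassay (anti-ADP Eu cryptate vs ADP-d2), ex 320 nm, em 590/665 nm; signal drops as ADP forms. Enzyme 25 nM, ATP 10 uM, 30 min at 37°C after 10 min compound preincubation.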
HepG2 viability = qHTS for Inhibitors of TGF-b: Cytotox Counterscreen | HepG2 CAGA-GFP viability, ATP luminescence, 18 h | Potency, µM (titrated, usually from 46.1 µM), without a hit: at the highest dose activity change, negative = cytotoxicity, usual class: cytotoxic | hit rate 0.76% among 410,000 | AID 588856, 2011; further: potency means the concentration at half of the fitted maximal effect; some results filed as inactive show a strong effect at the top dose
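CellTiter-Glo luminescence gave cytotoxicity after 18 hours at 37 degrees C. The cells were HepG2 CAGA-GFP in 1% FBS DMEM, stimulated with 500 pg/mL TGF-beta after compound addition. %Activity was normalised to no-cell wells (complete cell-killing) and DMSO (no toxicity), and curves were fitted and classified.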
TGFb SMAD3 inh = qHTS for Inhibitors of TGF-b. HepG2 CAGA-GFP TGF-b/SMAD3 reporter, GFP fluorescence, 18 h; TGF-beta stimulated, 500 pg/mL final. Potency, µM (doses to about 46.1 µM), inactives show at the top dose activity, negative = inhibition, hits mostly inhibitors. hit rate 1.2% among 410,000. AID 588855, 2011; further: potency means the concentration at half of the fitted maximal effect; on the % scale 0 is the no-effect control and ±100 the full control effect; nearly all actives have a fitted effect of over 65% in size
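Read-out: total well GFP (ex488/em500-530) summed from mean per-cell fluorescence. Cells: HEPG2 CAGA-GFP, 1% FBS DMEM, 18 h at 37 degrees C with 500 pg/mL final TGF-beta. Unstimulated wells served as the full-inhibition control; stimulated DMSO wells = 0%.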
Nrf2 block = Nrf2 qHTS screen for inhibitors. A549 ARE-Fluc reporter, luciferase luminescence, 18-24 h. hit rate 2.1% among 360,000. Potency, µM (highest dose often 46 µM), for inactives: top-dose activity change, negative = inhibition, hits mostly inhibitors; further: potency means the concentration at half of the fitted maximal effect; on the % scale 0 is the no-effect control and ±100 the full control effect; nearly all actives have a fitted effect of over 60% in size
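Cells were seeded and rested 2 h, then exposed to compounds for 18-24 h. CellTiter-Fluor was read first as a viability measure. BugLite was added 15 min before the final luminescent read of ARE-luciferase activity in A549 cells.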
Nrf2 activator = qHTS of Nrf2 Activators | AREc32 ARE-luciferase reporter (MCF7-derived line), luminescence, 24 h | Potency, µM (doses to about 46.1 µM), without a hit: top-dose activation, hits mostly activators | hit rate 0.31% among 410,000; further: potency means the concentration at half of the fitted maximal effect; % of control where 0% means no effect; nearly all actives have a fitted effect of over 65% in size
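Quantitative high-throughput format: AREc32 reporter cells, 1000 per well, received compound by pin transfer and were incubated 24 hr at 37 deg C, 5% CO2, before Steady-Glo luminescence detection.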
Abeta rescue = qHTS for compounds that reverse cellular toxicity of Amyloid beta (A-beta) peptide in yeast: Primary Screen; Potency, µM (doses to about 46.1 µM), inactives show at the top dose growth rescue, actives largely listed as activators; hit rate 0.063% among 410,000; yeast expressing A-beta42, growth rescue, OD600, 48 h; response scale: 0% DMSO, 100% iron-clioquinol control; AID 1347071, 2019; further: potency means the concentration at half of the fitted maximal effect; nearly all actives have a fitted effect of over 55% in size
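Growth rescue measured by 600 nm absorbance after 48 h yeast culture at 30 C with compound. Values normalized between DMSO and an equimolar ferric chloride plus clioquinol control.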
pAkt inh = HTS Assay for Inhibitors of Akt Phophorylation: Primary Screen; AID 651550, 2012; Neuro2A IGF-stimulated pAkt S473 HTRF, 20 min; active compounds read low; activity change, % for hits at 50 µM; hit rate 0.32% among 360,000; in the data active means activity change below about -80%; inconclusive means mostly about -51% to -80%; further: on the % scale 0 is the no-effect control and ±100 the full control effect
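Neuro2A cells in DMEM with 0.5% FBS, overnight at 37 deg C, given compound at single 50 µM final, then IGF (6 nM final) for 20 min at 37 deg C. Lysed; phospho-Akt Ser473 by HTRF after 24 h, 665/615 ratio.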
CCT chaperon mod = High-Throughput Screening for Modulators of Cytosolic Chaperonin Activity; purified chaperonin ATPase assay, HTRF ADP detection, 30 min; activity change, % (test concentration not listed), hits read low; hit rate 0.3% among 360,000; in the data active means activity change below about -30%; further: on the % scale 0 is the no-effect control and ±100 the full control effect
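First, chaperonin was dispensed at 40 nM or 20 nM final depending on batch activity. Next, compounds were pinned at 76 uM and ATP added at 10 uM. After 30 min at 37 °C, ADP detection reagents ran 30 min at ambient temperature.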
Starred values were filed as active, the others as inactive; i = inactive; u = inconclusive; x = not tested or not shown; [ ] = dose if it differs, or a comment. Unless noted, the call rests on the fitted dose curve; in most records, active means well fitted curve in the direction sought with a large enough effect; inconclusive means small, poorly fitted or top-dose-only effect, or another doubt; inactive means no such curve, though single readings can be large; an effect the other way counts as inactive or inconclusive.

SMILES	A549 tox	MmCpn inh	HepG2 viability	TGFb SMAD3 inh	Nrf2 block	Nrf2 activator	Abeta rescue	pAkt inh	CCT chaperon mod
CC(C)OCCCNC(=O)c1c(N)n(CC2CCCO2)c2nc3ccccc3nc12 (configuration not stated)	u	-3%	-44%	u	u	8.9%	21%	i	2.4
O=C(c1ccc2nc3ccc(Cl)cc3c(=O)n2c1)N1CCC2(CC1)OCCO2	4%	x	-7%	-27%	u	0.2%	3%	i	0.9
CCC(CC)C(=O)NC1CCSC1=O (configuration not stated)	-2%	0%	9%	-1%	9%	-1.1%	6%	i	-1.2
N/C(=N\[N+](=O)[O-])N1CCN(C(=O)OC2CCCC2)CC1	11%	0%	0%	0%	-7%	-0.2%	-15%	i	-1.8
COc1ccc(N2CCN(Cc3nc4ccccc4[nH]3)CC2)cc1	3%	1%	8%	-5%	1%	2.8%	0%	i	0.3
Cc1c(C(=O)N2CCC3(CC2)OCCO3)sc2ncnc(N3CCc4ccccc4C3)c12	1%	-3%	-17%	-7%	-3%	3.5%	-2%	i	1.2
O=C1CNC(c2ccccc2Cl)c2cc(Br)ccc2N1 (configuration not stated)	0%	-1%	-3%	-27%	1%	-0.4%	18%	i	-1.4
Cc1nc2cc([N+](=O)[O-])ccc2c(=O)n1-c1ccc(Br)cc1	u	-1%	-42%	-13%	-11%	2.4%	-1%	i	-0.6
Cn1cc(C(=O)N2CCOCC2)c2ccccc21	-1%	-3%	5%	2%	7%	0.3%	-14%	i	1.5
CC(C)(C)c1ccccc1O	-2%	-1%	11%	2%	-9%	-0.4%	-15%	i	-0.3
COC(=O)C1=C(c2ccc(OCc3ccccc3)cc2)C[C@@H]2CC[C@H]1N2C(=O)NCCc1ccc(F)cc1	x	x	-18%	-20%	x	0.8%	-2%	i	-0.5
CCOC(=O)[C@]1(C#N)[C@@H]2C=CC(C(N)=O)=CN2[C@@H](C(N)=O)[C@@H]1c1ccc(F)cc1	-2%	5%	-36%	0%	6%	0.5%	25%	i	1.5
Cc1ccnc(-n2c(C)cc(C=C3C(=O)N(C)C(=S)N(C)C3=O)c2C)c1	4%	-1%	-11%	5%	17%	0.2%	-4%	i	-0.9
COc1ccc(/C=C/C(=O)NC(=S)N2C[C@H]3C[C@H](C2)c2cccc(=O)n2C3)cc1	-5%	1%	7%	8%	21%	3.9%	-7%	i	2.3
CCOC(=O)C1C(=O)NC2(C)CC1c1cc(OC)ccc1O2 (configuration not stated)	4%	1%	-2%	1%	1%	-0.4%	31%	i	-2.5
O=c1[nH]c(=S)n(-c2cccc(Cl)c2)c(O)c1C=NCCN1CCNCC1	-14%	-2%	-23%	3%	3%	0.8%	2%	i	-0.3
COc1cccc(CN(C)C[C@@H]2OCc3ccccc3-c3c(n(C)c4ccccc34)C(=O)N([C@@H](C)CO)C[C@H]2C)c1	x	x	20µM*	u	x	-5.2%	15%	i	-1.2
CCc1ccc(-n2nc(C)c3c2NC(=O)CSC3c2ccc(OC)cc2OC)cc1 (configuration not stated)	-2%	x	-16%	-16%	-10%	0.4%	-34%[inhibitor]	x	x
COc1ccc(CC(=O)N2C[C@H]3C[C@@H](C2)c2cccc(=O)n2C3)cc1	3%	0%	5%	14%	0%	-0.6%	-7%	i	-0.2
CN(C)C(=O)Oc1ccnc2cc(Cl)ccc12	-3%	2%	5%	2%	u	-0.9%	5%	i	-0.8
O=C1C2CCCN2C(c2cccnc2)N1c1nccs1 (configuration not stated)	-5%	-1%	5%	5%	-2%	-0.4%	-1%	i	-3.7
CCOC(=O)[C@]12Cc3cc(Cl)ccc3[C@H]1N(C(C)C)C(=O)c1ccccc12	x	x	x	x	x	-3.5%	-66%[inhibitor]	i	1.2
O=c1[nH]c(=S)n(C2CC2)c(O)c1C=Nc1ccc2c(c1)OCO2	1%	1%	-15%	3%	8%	0.2%	-13%	i	1.4
CCCCCCN1CCN(c2ccc(Cl)cc2)CC1	-14%	0%	-24%	-4%	8%	-0.2%	-19%	i	-5.3
C[C@H]1CCC[C@@H](O)CCC/C=C/c2cc(O)cc(O)c2C(=O)O1	-8%	3%	-57%	u	u	-0.5%	7%	i	1.0

Shown as a markdown table: part of the list above
| Structure | A549 tox | MmCpn inh | HepG2 viability | TGFb SMAD3 inh | Nrf2 block | Nrf2 activator | Abeta rescue | pAkt inh | CCT chaperon mod |
| --- | --- | --- | --- | --- | --- | --- | --- | --- | --- |
| O=C1CNC(c2ccccc2Cl)c2cc(Br)ccc2N1 (configuration not stated) | 0% | -1% | -3% | -27% | 1% | -0.4% | 18% | i | -1.4 |
| O=c1[nH]c(=S)n(C2CC2)c(O)c1C=Nc1ccc2c(c1)OCO2 | 1% | 1% | -15% | 3% | 8% | 0.2% | -13% | i | 1.4 |

Four entries out of the list, ordered by SMILES length, smallest number first:
SMILES	A549 tox	MmCpn inh	HepG2 viability	TGFb SMAD3 inh	Nrf2 block	Nrf2 activator	Abeta rescue	pAkt inh	CCT chaperon mod
O=C1C2CCCN2C(c2cccnc2)N1c1nccs1 (configuration not stated)	-5%	-1%	5%	5%	-2%	-0.4%	-1%	i	-3.7
CCOC(=O)C1C(=O)NC2(C)CC1c1cc(OC)ccc1O2 (configuration not stated)	4%	1%	-2%	1%	1%	-0.4%	31%	i	-2.5
CCOC(=O)[C@]12Cc3cc(Cl)ccc3[C@H]1N(C(C)C)C(=O)c1ccccc12	x	x	x	x	x	-3.5%	-66%[inhibitor]	i	1.2
COc1ccc(/C=C/C(=O)NC(=S)N2C[C@H]3C[C@H](C2)c2cccc(=O)n2C3)cc1	-5%	1%	7%	8%	21%	3.9%	-7%	i	2.3

The listing continues.
SMILES	A549 tox	MmCpn inh	HepG2 viability	TGFb SMAD3 inh	Nrf2 block	Nrf2 activator	Abeta rescue	pAkt inh	CCT chaperon mod
O=C(O)c1ccc([N+](=O)[O-])c([N+](=O)[O-])c1	-12%	x	10%	-1%	-13%	u	2%	i	-1.1
N#CCCn1cc(C(=O)Nc2ccc(F)cc2)c(-c2ccc([N+](=O)[O-])cc2)n1	-2%	3%	-19%	-3%	u	2.3%	7%	i	0.3
Cc1cccc(C)c1NC(=O)CN(C)CC(=O)Nc1ccc(C#N)c(Cl)c1	-13%	0%	-3%	-3%	-28%	1.7%	8%	i	1.6
COc1ccc(CN2CC3CC(C2)c2cccc(=O)n2C3)cc1OC (configuration not stated)	1%	-4%[15.4 µM]	1%	14%	10%	0.2%	-13%	i	3.5
Cn1c(O)c(C(=O)c2ccccc2)c(=O)n(C)c1=O	-6%	-2%	-4%	u	-1%	0.1%	-11%	i	-4.1
O=c1[nH]c(=S)n(C2CC2)c(O)c1C=NCC1CCCO1 (configuration not stated)	0%	-3%	-15%	-22%	3%	-0.5%	-3%	i	-1.0
CCc1ccc(C(=O)C23CN4CN(CN(C4)C2)C3)cc1	22%	0%	6%	-1%	10%	0.0%	8%	i	-2.1
CCN1CCN(Cc2ccc(C)cc2C)CC1	-11%	-1%	8%	0%	-9%	-0.8%	-11%	i	2.2
COc1ccc(/C=C/C2=CCN(C)CC2)cc1	27%	1%	-13%	17%	19%	6.7%	-7%	i	-1.8
CCOC(=O)C1=C(C)OC(N)=C(C(=O)OC)C12C(=O)Nc1ccc(Br)cc12 (configuration not stated)	0%	1%	-1%	-4%	-1%	7.1%	6%	i	-1.2
C[C@H]1O[C@@H](OC2CC[C@]3(C=O)[C@H]4CC[C@]5(C)[C@@H](C6=CC(=O)OC6)CC[C@]5(O)[C@@H]4CC[C@]3(O)C2)CC2OC(C)(C)OC21 (some centres not stated)	u	0%	-57%	2µM*	0.16µM*	-3.5%	15%	i	-2.7
c1ccc(Nc2ccc3ccccc3c2)cc1	13%	x	-41%	3%	u	5.8%	25%	i	-0.5
COc1ccc(CCNC2(C#N)CCCCC2)cc1OC	x	x	18%	17%	x	-0.9%	-19%	i	1.6
Cn1c(O)c(C=NC2CCN(Cc3ccccc3)CC2)c(=O)n(C)c1=O	1%	-2%	-5%	-8%	-8%	0.3%	2%	i	-1.0
ClCCN1CCN(c2ccnc3cc(Cl)ccc23)CC1	-8%	-1%	0%	-3%	u	2.0%	12%	i	-1.9
CCc1ccc(NC(=O)c2cnc3sc(N4CCCC4)nn3c2=O)cc1	11%	x	-8%	u	-25%	0.0%	-20%	x	x
Cc1onc(-c2ccccc2Cl)c1C(=O)OCC(=O)c1ccc2c(c1)OCCO2	-15%	-26%	-23%	-21%	u	-0.7%	x	i	0.3

Single records (already shown).
Cn1c(O)c(C=NC2CCN(Cc3ccccc3)CC2)c(=O)n(C)c1=O as listed: A549 tox: 1%; MmCpn inh: -2%; HepG2 viability: -5%; TGFb SMAD3 inh: -8%; Nrf2 block: -8%; Nrf2 activator: 0.3%; Abeta rescue: 2%; pAkt inh: i; CCT chaperon mod: -1.0
ClCCN1CCN(c2ccnc3cc(Cl)ccc23)CC1 as listed: A549 tox: -8%; MmCpn inh: -1%; HepG2 viability: 0%; TGFb SMAD3 inh: -3%; Nrf2 block: u; Nrf2 activator: 2.0%; Abeta rescue: 12%; pAkt inh: i; CCT chaperon mod: -1.9

A portion of the library. The share of hits here may be higher or lower than overall.
